Furin inh: human furin inhibition. inhibition, % at 30 µM. 220,000 compounds, 0.061% hits. purified furin, fluorogenic substrate cleavage; in the data active = inhibition above about 25%; note: inactives centre near -15
thrombin 1536: thrombin (human) inhibition; P00734; alpha-thrombin, Boc-VPR-AMC fluorogenic substrate cleavage; inhibition, % at 5 µM; 220,000 compounds, 0.26% hits; AID 1046;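 active = inhibition at or above 40%; inactive = inhibition below 40%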;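 note: 0% = enzyme with no compound and 100% = wells without enzyme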
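Material: Human alpha-thrombin protein | Buffer or medium: pH 7.5 Tris-saline with Tween 20 | Reagent: Boc-VPR-AMC substrate, 15 µM final | Schedule: Reaction at ambient temperature | Detection: AMC fluorescence at 355 nm excitation and 460 nm emission | Evaluation: Percent inhibition scaled between no-compound controls and no-enzyme blanks | Controls: no-compound enzyme wells and no-enzyme blanks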
KLK5 inh: kallikrein 5 (human) inhibition. Q9Y337. inhibition, % at 5 µM. 210,000 compounds, 0.59% hits. recombinant hK5, fluorogenic AMC substrate cleavage;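 active = inhibition of 40% or more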;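 note: 0% = enzyme controls without compound and 100% = no-enzyme blanks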
Target sequence (Q9Y337 67-293 limits assumed): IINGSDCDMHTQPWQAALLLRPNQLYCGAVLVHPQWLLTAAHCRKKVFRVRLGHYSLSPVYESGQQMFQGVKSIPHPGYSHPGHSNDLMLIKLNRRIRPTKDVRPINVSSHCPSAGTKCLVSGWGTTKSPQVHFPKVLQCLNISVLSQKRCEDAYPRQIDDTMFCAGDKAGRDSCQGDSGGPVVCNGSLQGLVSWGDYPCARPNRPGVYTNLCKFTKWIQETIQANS
PERK inh: inhibitors of human PERK kinase. CHO PERK-DD fusion, SEAP luminescence translation reporter. inhibition, % at 5.6 µM. 220,000 compounds, 0.17% hits. AID 1416;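 active = inhibition above the mean inhibition of all tested compounds plus 3 SD, set separately per screening campaign, cut at about 2.9% in these data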;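 note: PERK kinase domain activated by AP20187 dimerizer at 100 nM; 0% = DMSO with dimerizer and 100% = rapamycin at 8.4 µM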
Wee1 stabilizer: inhibitors of human Wee1 degradation; P30291; HeLa Luc-Wee1K328M stability, luciferase luminescence; 100% = proteasome inhibitor MG132 effect; reporter increase, % at 5 µM; 220,000 compounds, 1.2% hits; AID 1321;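 active = activation above the mean of all tested compounds plus 3 SD, set per screening run, cut at about 8.8% in these data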;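 note: cells exposed to compound for 20 h before luminescence read; 0% = DMSO alone and 100% = MG132 at 30 µM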
Target sequence (P30291 whole entry K328M): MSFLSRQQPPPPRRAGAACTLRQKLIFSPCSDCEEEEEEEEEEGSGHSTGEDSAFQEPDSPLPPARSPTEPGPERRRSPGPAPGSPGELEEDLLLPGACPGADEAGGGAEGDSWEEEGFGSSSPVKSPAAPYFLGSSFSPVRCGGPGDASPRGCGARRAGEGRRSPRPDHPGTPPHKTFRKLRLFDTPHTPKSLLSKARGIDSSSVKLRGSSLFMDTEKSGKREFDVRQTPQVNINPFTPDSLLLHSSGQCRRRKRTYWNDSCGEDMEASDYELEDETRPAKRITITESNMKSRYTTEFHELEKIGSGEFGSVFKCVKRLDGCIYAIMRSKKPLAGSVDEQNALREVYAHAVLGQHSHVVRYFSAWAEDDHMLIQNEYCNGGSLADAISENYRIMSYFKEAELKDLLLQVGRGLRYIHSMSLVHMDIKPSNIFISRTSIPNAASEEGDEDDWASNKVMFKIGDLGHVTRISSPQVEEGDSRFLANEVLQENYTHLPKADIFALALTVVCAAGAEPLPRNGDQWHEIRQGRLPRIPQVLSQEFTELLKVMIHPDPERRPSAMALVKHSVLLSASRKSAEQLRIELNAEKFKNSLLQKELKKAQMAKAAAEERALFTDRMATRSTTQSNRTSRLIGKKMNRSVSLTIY
FXIa inh 1536: blocks human coagulation factor XIa protease activity. purified FXIa, Boc-Glu-Ala-Arg-AMC fluorogenic substrate. AID 798. 220,000 compounds, 0.14% hits. inhibition, % at 5 µM;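 active = inhibition of at least 40%; inactive = inhibition below 40%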;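 note: fluorescence of freed AMC excited at 355 nm; 0% = enzyme without compound and 100% = no enzyme blank; many of its hits are not listed in these tables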
KCC2 mod: modulators of human KCC2 chloride dependent transport | B-score of Tl+ flux slope (higher = more flux/activation; lower = inhibition) at 10 µM | Q9H2X9 | 190,000 compounds, 2.2% hits | KCC2 cells, thallium flux FluoZin-2 fluorescence;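 active = thallium flux slope and its plate-corrected score both differing from the plate sample mean at a set confidence after two filtering rounds, in either direction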;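 note: slope of fluorescence scaled to starting intensity during 10 to 20 s after thallium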
FXIIa inh: inhibitors of human coagulation factor XIIa | P00748 | purified FXIIa, Boc-QGR-AMC fluorogenic substrate, 2 h | inhibition, % at 5 µM | 220,000 compounds, 0.3% hits | AID 800; in the data active = inhibition above about 40%;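 note: 0% = enzyme with no compound and 100% = blank without enzyme; many of its hits are not listed in these tables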
p97 ATPase inh: inhibitors of human p97 ATPase | 220,000 compounds, 0.42% hits | inhibition, % at 8 µM | recombinant p97 ATPase, Kinase-Glo ATP luminescence, 3 h | P55072; in the data active = inhibition above about 15%;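 note: 0% = DMSO vehicle and 100% = wells lacking enzyme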
* marks the source's active call; other numbers are inactive results; . = no result given; [ ] = remark or other dose.

A first look (four entries):
KCC2 mod	molecule	KLK5 inh	Furin inh	FXIa inh 1536	Wee1 stabilizer	thrombin 1536	p97 ATPase inh	PERK inh	FXIIa inh
0.02	O=C(COc1ccc(S(=O)(=O)NCc2ccccc2)cc1Cl)N1CCOCC1	-1	-22[20 µM]	-2	1	1	-5	0.3	-2
.	CC1(C)Cc2ccccc2C(Nn2cnnc2)=N1	-19	-6	-5	-1	-10	8	1.5	5
0.11	O=C1NC(=S)N/C1=C/c1cc([N+](=O)[O-])ccc1N1CCOCC1	-2	-16	-3	5	-3	4	1.7	5
-1.2	OCc1nc2ccccc2n1Cc1c(F)cccc1Cl	-1	-23	-1	0	-4	9	1.0	1

The whole of this part, previewed entries included:
KCC2 mod	molecule	KLK5 inh	Furin inh	FXIa inh 1536	Wee1 stabilizer	thrombin 1536	p97 ATPase inh	PERK inh	FXIIa inh
0.02	O=C(COc1ccc(S(=O)(=O)NCc2ccccc2)cc1Cl)N1CCOCC1	-1	-22[20 µM]	-2	1	1	-5	0.3	-2
.	CC1(C)Cc2ccccc2C(Nn2cnnc2)=N1	-19	-6	-5	-1	-10	8	1.5	5
0.11	O=C1NC(=S)N/C1=C/c1cc([N+](=O)[O-])ccc1N1CCOCC1	-2	-16	-3	5	-3	4	1.7	5
-1.2	OCc1nc2ccccc2n1Cc1c(F)cccc1Cl	-1	-23	-1	0	-4	9	1.0	1
0.69	Cc1nnc(NC(=O)c2ccc(-c3cccc(C(F)(F)F)c3)o2)s1	-25	-20[20 µM]	-6	-2	-1	1	0.8	8
16*	CCCc1cc(-c2n[nH]c(=S)n2CC(C)C)cs1	-22	1	-4	5	-8	1	0.2	4
.	O=C(N/N=C\c1cccc(F)c1)c1ccc(Cn2cc(Br)c([N+](=O)[O-])n2)o1	3	-14	-2	-1	9	6	-1.2	5
1.1	Brc1ccc(-c2csc(N/N=C/c3ccc4c(c3)OCO4)n2)cc1	-24	-22	2	0	-6	3	0.5	1
0.013	CCn1cc([N+](=O)[O-])c(C(=O)Nc2ccn(Cc3ccccc3F)n2)n1	-11	14[20 µM]	5	3	2	3	-1.1	12
103*	Cc1nc(-c2nc(-c3c(C(=O)NNC(=O)c4ccc(Cl)cc4)noc3C)cs2)cs1	-11	-15	-5	-2	-13	9	0.8	1
1.5	Cc1cc(C)n(CC(=O)N/N=C/c2cccc([N+](=O)[O-])c2)n1	5	-9	12	-1	0	5	0.4	9
0.11	COc1ccc(C2(C)NC(=O)N(CC(=O)NCCC3=CCCCC3)C2=O)cc1OC (centres undefined)	4	-19[20 µM]	-4	2	-4	-3	-0.2	2
-0.75	Cc1ccc(NC(=O)CNS(=O)(=O)c2ccc(F)cc2)cc1C	0	-25	-3	2	-1	5	-0.7	13
0.31	CCC(C)c1ccccc1NC(=O)C1CCCO1 (centres undefined)	8	-20[20 µM]	8	-1	3	3	1.5	19
-0.54	CC(C)CNS(=O)(=O)c1ccc(OCC(=O)Nc2ccc3c(c2)OCO3)c(Cl)c1	-2	-21[20 µM]	-4	1	4	-1	1.1	12
-1.3	CS/C(N)=N/N=C/c1c(O)ccc2ccccc12	-1	-13	3	-1	-3	10	1.6	6
-1.7	COc1ccccc1NC(=O)[C@H](COCc1ccccc1)NC(=O)OC(C)(C)C	-7	-5[20 µM]	-11	-1	-4	-7	-1.3	-4
0.87	CC(C)CNS(=O)(=O)c1cc(C(=O)OCC(=O)c2ccc3c(c2)OCCO3)c(Cl)cc1Cl	-17	-19	-5	0	-9	-2	0.4	6
-1.1	CCc1ccc(OCCCC(=O)Nc2ccc(S(N)(=O)=O)cc2)cc1	.	-6	8	0	25	-2	0.7	37
0.65	c1cnc2nc(-c3ccc4c(c3)OCO4)cn2c1	.	-5	3	0	0	-5	-0.7	11
0.17	CS(=O)(=O)N(Cc1ccccc1)c1ccccc1C(=O)Nc1ccccc1C(=O)NCc1ccco1	-12	-21[20 µM]	3	0	-1	1	-0.4	13
-0.81	CC1CCC2(CC1)NC(=O)N(CC(=O)Nc1ccc3c(c1)CCC3)C2=O (centres undefined)	1	-28	0	-3	1	4	0.6	11
0.033	Cc1onc(-c2c(Cl)cccc2Cl)c1C(=O)OCC(=O)c1ccccc1	0	-15	0	2	-5	2	0.9	6
.	COc1cc(-n2cnnn2)ccc1S(=O)(=O)N1CCOCC1	16	-15	7	-3	4	6	1.8	18
-0.51	CCC1=NN(C(=O)CCc2ccccc2)C(O)(C(F)(F)F)C1 (centres undefined)	14	-7	-5	-1	3	3	2.0	19
-0.044	O=C(CSc1nnc(-c2ccco2)o1)c1ccc([N+](=O)[O-])cc1	3	-10	2	-2	0	10	1.3	3
-0.029	O=C(CSCC(=O)Nc1nccs1)Nc1ccccc1	-8	-32	-4	-4	0	6	-0.4	18
-2.7	Cc1ccc(NC(=O)CCc2nc3ccccc3s2)c(O)c1	0	-16	-1	0	-1	6	1.0	6
0.056	CN(C)S(=O)(=O)c1cccc(NC(=O)c2ccc(Sc3nncn3C)c([N+](=O)[O-])c2)c1	15	-32	2	0	4	3	1.4	14
-2.1	CC(=O)Nc1ccccc1NC(=O)c1cccc2ccccc12	-8	-27	6	1	-4	2	0.0	6
0.89	COC(=O)CNC(=O)COC(=O)/C=C/c1ccccc1[N+](=O)[O-]	-11	-18	-4	1	3	3	0.4	2
-0.032	CCN1CCN(CCC(=O)Nc2ccc3c(c2)OCO3)CC1	-5	-5[20 µM]	1	1	1	1	0.1	11
-0.078	CCNS(=O)(=O)c1ccc(NC(=S)NCC2CCCO2)cc1 (centres undefined)	-21	-15	-9	4	-9	2	0.9	3
-0.45	CCCN1CCC(NC(=O)Nc2cccc3ccccc23)CC1	3	-20	1	0	-4	7	0.2	9
-0.051	NS(=O)(=O)c1cccc(NC(=O)COC(=O)CCCc2c[nH]c3ccccc23)c1	-4	-22	-4	-3	-8	1	-0.7	6
0.53	O=C(/C=C/c1ccc(O)cc1)c1c(O)cc(O)cc1O	0	-19	2	.	3	.	.	8
-0.34	CCO/N=C(\C)c1c(O)c2ccccc2n(C)c1=O	-21	-9	-3	-4	-15	1	0.7	7
-0.07	Clc1ccccc1-c1nnc2sc(-c3ccc(Br)o3)nn12	1	-15	-7	-1	-4	-8	-1.0	-2
-0.19	COCCCNC(=S)Nc1cc(C)c(C)cc1C	4	-29	-1	-2	-1	8	1.6	10
-1.8	O=C(C1CC1)N1CCc2cc(S(=O)(=O)N(CCO)Cc3ccccc3)ccc21	5	-23[20 µM]	3	2	6	-2	-0.7	14
-0.35	O=C(NCCCCNC(=O)c1cccnc1)c1cccnc1	-14	8[20 µM]	-8	-1	0	0	0.9	-12
0.8	Cc1cccc(NC(=O)C(C)Oc2ccccc2C)n1 (centres undefined)	-9	-26[20 µM]	4	-1	-1	-4	-0.3	10
-2.2	Cc1ccc(Cn2cc(C(=O)c3ccc(F)cc3)c(=O)c3cc4c(cc32)OCCO4)cc1	-9	-16	6	-1	-6	10	-0.2	5
0.033	O=C(Nc1ccc(NC(=O)c2cc3ccccc3o2)cc1)c1ccc2c(c1)OCCO2	-5	-12	-2	-1	-11	-2	0.1	-2
-0.73	CN1C[C@@H]2C(c3ccc(Cl)nc3)C3(c4ccccc4)CC2(C3)[C@H]1c1ccccc1 (some centres undefined)	0	-14	-2	.	-4	.	.	0
.	CSc1ccc(-c2c(C#N)c(N)nc3c2c(C)nn3-c2ccccc2)cc1	0	-23	-5	-1	-6	2	-0.6	-15
0.43	CCSc1nnc(NC(=O)Cn2cnc3c2c(=O)n(C)c(=O)n3C)s1	-1	-30	-4	-3	-4	5	-0.3	.
0.004	N/C(=N\OCc1ccc([N+](=O)[O-])cc1)c1ccccn1	-1	2	-4	-4	-10	-8	2.0	3
0.23	Cn1cnnc1SCC(=O)c1ccc2c(c1)OCCO2	1	-7[20 µM]	0	0	-3	2	0.3	7
0.47	Cc1cnc(NC(=O)c2nn(C)cc2[N+](=O)[O-])s1	-18	-26	-3	4	-4	-2	-0.2	-8
-0.68	NNc1nc(-c2ccccc2)c2cc(Cl)ccc2n1	-9	-12	3	0	-1	-2	2.0	6
.	O=C(NCc1ccc2c(c1)OCO2)C1CCN(S(=O)(=O)c2ccc(Br)s2)CC1	-2	-7[20 µM]	-2	1	-4	-10	-0.6	7
.	COc1cc(N2C(=O)NC3CC2(C)Oc2ccccc23)cc(OC)c1OC (centres undefined)	8	-15	-8	0	0	6	-0.6	10
-0.74	CCCCCOc1ccc(Br)cc1/C(C)=N/NC1=NCCN1	-10	-13[20 µM]	7	2	13	6	-0.6	14
0.14	CCc1ccc(NC(=O)C(C)OC(=O)C2CCC(=O)N2)cc1 (centres undefined)	13	-2	10	2	6	-2	-0.7	11
-0.68	CCOc1cc(N2CCOCC2)c(OCC)cc1NC(=O)CCS(=O)(=O)c1ccc(Cl)cc1	2	-12	3	1	38	3	-0.1	6

The results go on.
KCC2 mod	molecule	KLK5 inh	Furin inh	FXIa inh 1536	Wee1 stabilizer	thrombin 1536	p97 ATPase inh	PERK inh	FXIIa inh
-0.18	CC1CN(C2CCN(C(=O)COc3ccc(Cl)cc3)CC2)CC(C)O1 (centres undefined)	4	-6[20 µM]	-4	-2	-4	-1	0.9	9
0.73	COc1ccc(N2CCN(Cc3nc4c(c(=O)n(C)c(=O)n4C)n3CC(C)=O)CC2)cc1	-4	-3[20 µM]	-2	-1	-2	5	-0.5	4
-3.1	Cc1ccc(CSCc2ccc(C(=O)NC3CCCC3)o2)cc1	-16	-17	1	-3	2	0	1.2	4
.	Cc1cc(C(=O)NN=C2C3CC4CC(C3)CC2C4)c2ccccc2n1	-12	-9	4	0	1	2	0.9	17
-2	c1ccc(-c2csc(Nc3cccnc3)n2)nc1	-4	-8[20 µM]	3	3	-4	2	0.0	21
-0.68	COc1cc(S(=O)(=O)Nc2ccc(C)cc2)ccc1N=Cc1c(C)c(C#N)c(=O)n(C)c1O	-3	-2	-1	-3	-3	2	0.1	9
-0.016	Cc1ccc(C(=O)CC2(O)C(=O)N(Cc3ccc4c(c3)OCO4)c3ccccc32)cc1 (centres undefined)	-5	-22	3	-2	-1	6	-0.7	11
-0.75	Cc1cccc(Nc2ccccc2C(=O)O)c1C	-2	-8	7	-1	.	4	0.0	11
0.17	Cn1cccc1C(C(=O)NC1CCCCC1)N(C(=O)Cc1cccs1)C1CC1 (centres undefined)	-10	-17	5	0	1	0	0.2	8
1.3	O=C(NCC1CCCO1)c1ccc2c(=O)n(Cc3ccc(Cl)cc3)c(=S)[nH]c2c1 (centres undefined)	-3	-25	2	-3	-10	5	1.3	5
0.75	CC(=O)N1CCN(Cc2nc3scc(-c4ccccc4)c3c(=O)[nH]2)CC1	-6	-25	-12	-3	-20	0	-0.4	6
0.4	Cc1cc(Cl)ccc1NC(=S)Nc1cccnc1	3	-23[20 µM]	1	0	0	4	1.6	11
0.43	CC(=O)Nc1ccc(Oc2nc(C)cc(C)n2)cc1	16	-29[20 µM]	-5	0	-3	2	0.6	-4
0.062	COc1ccc(/C=C2\SC(=S)N(CC(=O)OCC(=O)Nc3ccc([N+](=O)[O-])cc3OC)C2=O)cc1	-2	-11	-1	0	10	7	0.7	11
-0.14	CCC(=O)c1ccc(OCc2ccc(C(=O)OC)cc2)c(OC)c1	57*	-17	1	2	13	0	1.5	25
.	Nc1ncc(Br)cc1S(=O)(=O)NCCC(=O)N1CCN(c2ncccn2)CC1	-2	-15	2	1	4	2	-1.2	17
-0.43	CCOC(=O)C1CCN(c2cc(C)nc3ccc(OC)cc23)CC1	-7	-20	-3	-3	-7	4	-0.3	4
-0.6	Cc1nc2cc(C)c(C)cc2s1	.	-31	1	-2	-1	3	0.4	9
